Hck-Nef inh = inhibitors of human Hck kinase activated by Nef; 220,000 compounds, 0.68% hits; inhibition, % at 20 µM; Recombinant Hck-YEEI plus Nef, Z-Lyte FRET kinase assay; P08631;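 active means Hck-Nef kinase inhibition above about 50%, limit read from the data; inactive means inhibition below that limit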;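 further: 0% = DMSO with Hck plus Nef and 100% = Hck alone without Nef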
RBBP9 inhibitor = blocks human serine hydrolase RBBP9. recombinant RBBP9, FP-Rh probe fluorescence polarization. inhibition, % at 7.94 µM. 220,000 compounds, 0.2% hits;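 active means inhibition above the campaign mean of all tested compounds plus 3 SD, cut at about 14% in these data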;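 further: plate controls were DMSO wells with RBBP9 for no effect and wells lacking RBBP9 protein for full effect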
Target sequence (O75884 whole entry, looked up): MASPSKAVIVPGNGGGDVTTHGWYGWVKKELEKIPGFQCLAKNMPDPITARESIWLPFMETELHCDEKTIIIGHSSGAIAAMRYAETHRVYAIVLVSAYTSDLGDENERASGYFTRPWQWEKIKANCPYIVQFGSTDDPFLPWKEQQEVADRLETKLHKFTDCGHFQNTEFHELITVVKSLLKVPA
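Controls: DMSO-treated enzyme wells and wells lacking RBBP9 | Material: RBBP9 protein | Technique: Fluorescence polarization | Replication: Single well per compound, no replicates | Buffer or medium: Tris-NaCl-Pluronic buffer, pH 8.0 | Timing: 30 min compound preincubation, 45 min probe labeling, 25 °C | Read-out basis: Percent inhibition from mP, scaled between DMSO and no-protein wells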
NPY2 pot ag = potentiators or agonists of human neuropeptide Y receptor Y2; P49146; cells expressing NPY-Y2, potentiator/agonist read-out; activation, % at 3.6 µM; 220,000 compounds, 0.45% hits; AID 1359; in the data active means activation above about 27%;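 further: cells stimulated with NPY near EC25 plus isoproterenol at EC100; 0% = vehicle plus submaximal agonist and 100% = vehicle plus saturating agonist; some results beyond the cut were filed as inactive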
NPY-Y1 PAM-ag = human NPY-Y1 potentiation or agonism, primary screen. activation, % at 3.6 µM. AID 1304. P25929. 220,000 compounds, 0.37% hits. NPY-Y1 expressing cells, potentiator/agonist activation; in the data active means activation above about 33%, passing the limit was not always enough;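 further: cells stimulated with NPY at EC10 then isoproterenol at EC100; 0% = low agonist plus stimulus and 100% = saturating agonist plus stimulus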
Target sequence (P25929 whole entry, looked up): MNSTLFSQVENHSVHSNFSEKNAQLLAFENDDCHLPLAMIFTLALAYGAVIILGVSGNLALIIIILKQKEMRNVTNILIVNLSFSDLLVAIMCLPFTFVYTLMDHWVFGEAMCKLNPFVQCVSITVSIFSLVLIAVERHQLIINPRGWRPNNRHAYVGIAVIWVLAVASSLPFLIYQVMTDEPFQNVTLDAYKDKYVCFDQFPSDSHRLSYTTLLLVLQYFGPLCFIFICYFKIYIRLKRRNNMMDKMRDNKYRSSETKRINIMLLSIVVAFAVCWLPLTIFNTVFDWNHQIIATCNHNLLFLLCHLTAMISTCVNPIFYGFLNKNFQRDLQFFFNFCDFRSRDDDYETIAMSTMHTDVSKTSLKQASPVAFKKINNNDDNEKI
Runt-CBFb FRET = inhibitors of human RUNX1 Runt domain binding to CBFb; Q01196+Q13951; inhibition, % at 20 µM; 220,000 compounds, 0.46% hits; Cerulean-Runt/Venus-CBFb FRET ratio 530/480, 1 h;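 active means inhibition over about 50% at 20 µM in the single-dose screen, limit read from the data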;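 further: 0% = DMSO wells and 100% = excess unlabeled CBFb competitor control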
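Doses: 20 µM compound in 1% DMSO | Material: Cerulean-labeled Runt domain protein | Amount: Each fluorescent fusion protein 100 nM | Schedule: Two 1 h room-temperature incubations shielded from light | Measured by: FRET fluorescence | Evaluation: Loss of energy transfer signal | Controls: Unlabeled CBFb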
MDM2 E3 inh = inhibitors of human Mdm2 E3 ubiquitin ligase; cell-based MDM2 ubiquitination luciferase reporter, 2 h; 0 = plate control, 100 = twice control, blank-subtracted; 210,000 compounds, 0.11% hits; AID 1230; Q00987; signal enhancement, % at 5 µM;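 active means signal enhancement of 30% or more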;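 further: luminescence tracks abundance of the self-degrading MDM2-luciferase fusion protein; higher signal means inhibition of MDM2 E3 ligase activity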
Target sequence (Q00987 whole entry, looked up, the tested form may be a part): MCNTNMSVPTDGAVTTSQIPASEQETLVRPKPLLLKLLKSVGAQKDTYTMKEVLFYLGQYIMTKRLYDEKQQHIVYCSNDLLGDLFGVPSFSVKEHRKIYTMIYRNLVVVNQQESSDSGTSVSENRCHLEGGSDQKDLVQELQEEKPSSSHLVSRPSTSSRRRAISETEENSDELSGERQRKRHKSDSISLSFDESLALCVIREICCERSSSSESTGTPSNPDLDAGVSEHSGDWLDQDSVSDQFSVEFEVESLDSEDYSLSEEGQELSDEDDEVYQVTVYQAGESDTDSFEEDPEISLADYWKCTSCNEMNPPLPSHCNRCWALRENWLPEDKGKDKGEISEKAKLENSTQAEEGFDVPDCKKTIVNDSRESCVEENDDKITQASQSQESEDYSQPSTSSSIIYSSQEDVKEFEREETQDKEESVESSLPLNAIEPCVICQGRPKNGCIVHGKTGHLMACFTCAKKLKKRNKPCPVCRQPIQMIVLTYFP
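Material: Stable MDM2–luciferase fusion reporter cells | Amount: 2000 cells seeded into each well | Dosing: One concentration, 5 µM, with 0.2% DMSO | Incubation: 4 h cell settling then 2 h compound exposure, 37 °C | Measured by: Luciferase luminescence | Read-out basis: % enhancement relative to plate controls after blank subtraction | Benchmarks: Control and blank well means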
Runt-SMMHC FRET = inhibitors of human RUNX1 Runt domain binding to CBFb-SMMHC | Cerulean-Runt/Venus-CBFb-SMMHC FRET ratio 530/480, 1 h | inhibition, % at 20 µM | AID 1434 | Q01196+Q13951 | 220,000 compounds, 0.74% hits;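 active means mean inhibition across duplicate retests at 20 µM reaching about 50%, limit read from the data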;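 further: 0% = DMSO wells and 100% = wells with excess untagged CBFb-SMMHC; inhibitors lower the FRET ratio by blocking Runt binding to CBFb-SMMHC; some results filed as inactive read as strong as hits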
NPY-Y1 antag = NPY-Y1 (human) receptor antagonism. P25929. 200,000 compounds, 1% hits. HEK293-CNG Y1 cells, membrane potential fluorescence; NPY at EC95, then isoproterenol. inhibition, % at 3.6 µM. AID 1040;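 active means inhibition above the campaign mean inhibition of all tested compounds plus 3 SD, cut at about 20% in these data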;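 further: 0% = DMSO wells given NPY plus isoproterenol and 100% = isoproterenol alone without NPY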
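Benchmarks – high control isoproterenol alone, low control NPY with isoproterenol · Material – HEK293 Y1/CNG channel cell line · Times – dye 3 h, compound 60 min room temperature, stimulation 45 min · Probe or stimulus – NPY (25 nM), isoproterenol (1 µM), Ro 20-1724 (25 µM) · Evaluation – % inhibition of NPY effect · Signal – fluorescence, membrane potential probe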
p97 ATPase inh = human p97 ATPase inhibition | P55072 | recombinant p97 ATPase, Kinase-Glo ATP luminescence, 3 h | inhibition, % at 8 µM | 220,000 compounds, 0.42% hits; in the data active means inhibition above about 15%;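 further: 0% = DMSO vehicle and 100% = wells lacking enzyme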
Active calls of the source: *; · = not tested or not shown.

SMILES | Hck-Nef inh | RBBP9 inhibitor | NPY2 pot ag | NPY-Y1 PAM-ag | Runt-CBFb FRET | MDM2 E3 inh | Runt-SMMHC FRET | NPY-Y1 antag | p97 ATPase inh
O=C(CN1CCN(S(=O)(=O)c2ccc(Br)cc2)CC1)Nc1ccc2c(c1)OCO2 | 0 | -7 | -24 | -7 | 0 | · | 0 | 0 | 6
CCc1ccccc1NC(=O)CC1SCCNC1=O (configuration not stated) | 17 | -3 | -1 | 5 | 0 | -3 | 4 | -4 | 3
Cc1ccc(-c2nc3nc4ccccc4nc3n2Cc2ccco2)cc1 | 3 | -7 | 15 | -4 | 44 | -26 | 34 | 9 | -2
Cc1nnc(NC(=O)c2ccc3c(c2)C(=O)N(CC2CCCO2)C3=O)s1 (configuration not stated) | 1 | 2 | 9 | -8 | 0 | 1 | 1 | -4 | 9
CC(NC(=O)CCC1COc2ccccc2O1)c1ccccc1 (configuration not stated) | 1 | 7 | -8 | -3 | 3 | -10 | 0 | 9 | 0
C#CCOCCOCCOCCNc1nc(N2CCN(C(=O)[C@H](CCC(=O)O)n3cc(C(N)[C@H](C)CC)nn3)CC2)nc(N2CCN(C(=O)[C@H](CCC(=O)O)n3cc(C(N)[C@H](C)CC)nn3)CC2)n1 (some centres not stated) | 5 | 6 | -16 | 10 | -1 | · | 1 | -4 | 3
CCn1c(C)nc2cc(C(=O)OC(C(F)(F)C(F)F)C(F)(F)C(F)F)ccc21 | 1 | -4 | 3 | -18 | -2 | -11 | -2 | 1 | 1
CCc1ccccc1N(CC(=O)NCCSCc1ccco1)S(C)(=O)=O | 3 | -3 | 2 | -9 | 1 | -10 | -30 | 5 | 0
Cc1nc(C)c(C(=O)NNC(=O)c2ccc(Br)cc2)s1 | 1 | 1 | 7 | 3 | 2 | -7 | -3 | -2 | 3
Cc1ccc(C)c(N2CCN(C(=O)c3ccc4nc(-c5ccco5)c(-c5ccco5)nc4c3)CC2)c1 | 7 | 1 | -12 | -1 | -3 | -4 | -2 | 5 | 5
CC(C)Sc1nnc(Cn2c(=O)sc3ccccc32)n1-c1ccccc1 | -4 | -8 | 11 | 2 | -4 | 2 | 1 | -3 | 1
CC(C)CCNC(=O)COc1cccc2c1OC(C)(C)C2 | 23 | -6 | 12 | -9 | -2 | -23 | 0 | -2 | 2
CN(CC1COc2ccccc2O1)C(=O)c1ccc(N(C)C)cc1 (configuration not stated) | 18 | -8 | -3 | -6 | 8 | -10 | 5 | -7 | -1
Cc1ccccc1OCCCN1CCCC1 | 0 | -8 | -3 | 0 | 1 | -10 | -1 | 2 | -2
CCn1nc(C)c(/C=N/NC(=O)Cn2cncn2)c1C | 11 | 2 | 2 | 15 | 3 | -8 | -5 | · | 8

Record cards, as listed above:
CCn1c(C)nc2cc(C(=O)OC(C(F)(F)C(F)F)C(F)(F)C(F)F)ccc21 as listed: Hck-Nef inh = 1; RBBP9 inhibitor = -4; NPY2 pot ag = 3; NPY-Y1 PAM-ag = -18; Runt-CBFb FRET = -2; MDM2 E3 inh = -11; Runt-SMMHC FRET = -2; NPY-Y1 antag = 1; p97 ATPase inh = 1
Cc1ccc(C)c(N2CCN(C(=O)c3ccc4nc(-c5ccco5)c(-c5ccco5)nc4c3)CC2)c1 as listed: Hck-Nef inh = 7; RBBP9 inhibitor = 1; NPY2 pot ag = -12; NPY-Y1 PAM-ag = -1; Runt-CBFb FRET = -3; MDM2 E3 inh = -4; Runt-SMMHC FRET = -2; NPY-Y1 antag = 5; p97 ATPase inh = 5

(continued)
SMILES | Hck-Nef inh | RBBP9 inhibitor | NPY2 pot ag | NPY-Y1 PAM-ag | Runt-CBFb FRET | MDM2 E3 inh | Runt-SMMHC FRET | NPY-Y1 antag | p97 ATPase inh
CC(C)NCC(=O)NC12CC3CC(CC(C3)C1)C2 | -20 | -7 | -7 | -8 | 0 | -1 | -4 | 3 | 1
COc1ccc(-c2n[nH]c(=S)n2/N=C/c2cccn2C)cc1 | 0 | 0 | 9 | 16 | 17 | -9 | 22 | · | 1
Cc1cccc(-c2nnc3sc(-c4ccccc4)nn23)c1 | 1 | 9 | 7 | 7 | -5 | -18 | 1 | -3 | 6
COc1ccc(S(=O)(=O)N(CC(=O)NCc2cccnc2)C2CCCCC2)cc1OC | 5 | -14 | -3 | -1 | 3 | -11 | -2 | · | -4
CN1CCc2c(sc(/N=C/c3ccco3)c2C(N)=O)C1 | 4 | -8 | -5 | -9 | 106* | -11 | 62* | 5 | 2
COc1ccc(OC)c(NC(=O)CSc2nnc(C3CCCCC3)n2-c2ccccc2)c1 | 8 | -9 | 4 | 23 | -2 | · | 2 | 3 | -9
Cc1cc(C)nc(N(C#N)S(=O)(=O)c2ccccc2Cl)n1 | -14 | -2 | 5 | -12 | -2 | -19 | -2 | -2 | 0
Cc1onc(-c2ccccc2)c1C(=O)NNC(=S)NC(=O)/C=C/c1ccccc1 | 3 | 1 | -5 | -14 | 7 | -10 | 7 | 8 | 4
O=c1cc(CSc2ccc(Cl)cc2)nc(N2CCCCC2)[nH]1 | 0 | -4 | -9 | -8 | -1 | -9 | 0 | -1 | -1
CC(=O)c1c(N)c(C#N)c(C)n1-c1ccc(Br)cc1 | 1 | -1 | -6 | -14 | 0 | 5 | 1 | 7 | 2
O=C(CSc1ccc(-c2cccs2)nn1)Nc1ccccc1F | 1 | -11 | -7 | 6 | 4 | -4 | -4 | -3 | 2
CC1CCCCN1C(=O)Cc1ccc(F)cc1 (configuration not stated) | 4 | -3 | -4 | -8 | 1 | -12 | 6 | 4 | 0
O=C(O)/C=C\C(=O)Nc1ccc(N2CCN(c3ccc(F)cc3)CC2)cc1 | 20 | 11 | 22 | 18 | 9 | 1 | -8 | -3 | 8
CCN1CCN(c2ncc(C(=O)Nc3ccccc3C(=O)OC)c3ccccc23)CC1 | 6 | -3 | -13 | -59 | -4 | -14 | -3 | 7 | -2
Cn1c(SCC(=O)C(C)(C)C)nnc1-c1cccnc1 | 2 | -1 | 10 | 4 | -2 | -21 | -1 | 8 | 2
O=C(NCC1CCCO1)c1cc(-c2ccccc2)nc2ccccc12 (configuration not stated) | 3 | 0 | -16 | -7 | 2 | -5 | -9 | · | 3
Oc1ccc(C=NC2CCCCC2)cc1 | 27 | -7 | -7 | 0 | -1 | · | -3 | · | 6
COC(=O)Nc1sc(C(=O)N(C)C)c(C)c1C(=O)OC | 0 | -8 | -4 | 0 | -1 | -4 | -4 | -2 | 3
Cc1ccc(NC(=O)COC(=O)c2cccnc2)cc1 | 19 | -8 | -2 | -10 | 0 | 2 | 1 | 1 | 4
COc1ccc(-c2cn(-c3ccc(Cl)cc3)c3[n+]2CCCCC3)cc1 | 9 | -2 | -28 | 18 | 2 | -12 | -3 | · | 11
O=C(Oc1c(-c2ccccc2)c(=O)n2c3c(cccc13)CC2)c1ccc(F)cc1 | 9 | 8 | -10 | -9 | -11 | -4 | -10 | · | 2
N#C/C(=C\C1=C(N2CCOCC2)C(=C/c2cccc([N+](=O)[O-])c2)/CC1)C(=O)Nc1ccccc1F | 39 | -8 | -16 | -17 | -1 | 1 | -9 | 0 | 1
CCC(C(=O)OCC(=O)Nc1cccc(OC)c1)c1ccccc1 (configuration not stated) | 15 | -11 | -4 | -7 | -3 | -7 | -2 | -1 | 0
COc1ccc(C(CNC(=O)c2ccc(S(=O)(=O)N(C)C)cc2)N(C)C)cc1 (configuration not stated) | -4 | 4 | -10 | -13 | 0 | 0 | 2 | 0 | 0
Cc1cc(Oc2ccc(=O)n(C)n2)nc(=S)[nH]1 | 23 | 3 | -12 | -4 | 11 | -34 | -2 | -1 | 4
O=C1c2ccccc2C(=O)N1Cc1ccccn1 | 19 | -2 | 6 | 8 | -3 | -19 | -1 | 3 | 6
Cc1cnc(C(=O)Nc2cccc(S(=O)(=O)N(C)C)c2)cn1 | 2 | -2 | 10 | 3 | 0 | -15 | -1 | -1 | -3
CCCc1nc(SCC(=O)c2ccc(OC)cc2)c2ccccc2n1 | 2 | -6 | -9 | -6 | 20 | -9 | 46 | 4 | 0
O=C(O)c1c(-c2ccccc2)c(-c2ccccc2)nc2ccccc12 | 2 | -4 | -2 | -11 | 0 | -1 | 1 | 6 | 2
COc1ccccc1NC(=O)CCC(=O)OCc1ccc([N+](=O)[O-])cc1 | 1 | -7 | -9 | -8 | -2 | -4 | -5 | 0 | -3
CCOC(=O)N1CCN(C(=O)c2cccn3c(=O)c4sccc4nc23)CC1 | 4 | 1 | -1 | 4 | 2 | -12 | -1 | -1 | 9
COC(=O)c1ccc(NC(=O)CSCC(=O)OCC(=O)c2ccc(Br)cc2)cc1 | 2 | -3 | -12 | -14 | 1 | -16 | 1 | 2 | -9
Cc1ccc2cc3cc(C(=O)N4CCN(Cc5ccccc5)CC4)sc3nc2c1 | 0 | 7 | 16 | -16 | 2 | -6 | -2 | 1 | -1
CCOC(=O)c1cc(C)[nH]c1C | 11 | -3 | 12 | 8 | 0 | -14 | 2 | · | 4
N#CCc1ccc(OC(=O)c2cccnc2)cc1 | 1 | -7 | -1 | 2 | 0 | -8 | 3 | · | -1
CN(C)C(=S)Nc1ccc([N+](=O)[O-])cc1 | 7 | -2 | 3 | -5 | -2 | 12 | -1 | -2 | 3
O=C(O)c1cccc(NCc2cccnc2)c1 | 0 | -7 | -3 | 16 | 0 | -4 | -1 | -3 | 1
O=C(COc1cccnc1[N+](=O)[O-])c1ccc(Cl)s1 | -18 | 11 | -22 | 8 | 21 | -11 | -6 | · | 8
CC(C)Nc1nc(C#N)nc(NC(C)C)n1 | 2 | -4 | 7 | 1 | -2 | -34 | -6 | -2 | -2
O=C(O)c1ccccc1C(=O)c1ccc2c(c1)N(Cc1ccc(Cl)c(Cl)c1)C(=O)CO2 | -13 | -11 | -13 | -14 | -3 | -16 | 1 | 4 | 1
CCOC(=O)c1cc(-c2cccnc2)nn1-c1ccccc1C | 25 | 3 | 9 | 10 | 1 | -6 | -2 | 0 | 2
Cc1[nH]n2c(=O)c3c(nc2c1-c1ccc(F)cc1)CCCC3 | 23 | -3 | -1 | -1 | -1 | -4 | -2 | 1 | 4
Cc1nnc(SCC(=O)N2CCCC2)n(N)c1=O | 13 | -8 | 0 | 19 | -2 | -11 | -4 | 2 | 3
C=CCc1ccccc1OCCNCc1ccccc1 | -3 | -5 | 3 | 11 | -2 | -8 | 1 | 10 | -3
Cc1ccc(S(=O)(=O)N2CCC(=O)N(C(COCc3ccccc3)C(C)C)CC2)cc1 (configuration not stated) | -1 | -10 | -1 | -26 | -2 | · | 2 | 0 | 0
